DAX1 inh-1 – inhibitors of DAX1 repression of SF-1 activated StAR promoter; inhibition, % at 6.8 µM; 1.1% of 370,000 active; HEK293T StAR-luciferase reporter, SF-1/DAX-1 repression relief; AID 652010;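 active = inhibition above the mean over all tested compounds plus 3 SD, cut at about 3.6% in these data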;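 note: 0% = DAX-1 cells with DMSO and 100% = cells lacking DAX-1 with DMSO; higher inhibition means more luminescence from relief of DAX-1 repression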
PLCb3 inh – blocks human PLC-beta3 enzyme activity | Q01970 | Purified PLC-beta3, fluorogenic substrate, fluorescence | inhibition, % at 12.2 µM | 0.18% of 370,000 active | AID 720704; in the data active = inhibition above about 11%;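 note: 0% = median of compound wells on plate and 100% = full blocker control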
FXN GAA850 act – frataxin GAA850 promoter activation | HEK293 lucGAA850 FXN promoter luciferase reporter, 24 h; percent of 10 µM SAHA response | activation, % at 6 µM | 0.56% of 360,000 active | AID 540364;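 active = activation above the average of all compounds screened plus 3 SD, cutoff fixed separately per campaign, cut at about 7.5% in these data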;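 note: 0% = DMSO wells and 100% = 10 µM SAHA wells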
PLC-gamma1 inh – inhibitors of human phospholipase C gamma1 | purified PLC-gamma1, fluorogenic substrate, fluorescence | inhibition, % at 12.2 µM | 0.84% of 370,000 active; in the data active = inhibition above about 9.5%
ADAM17 inh – inhibits human ADAM17; recombinant ADAM17, EDANS/DABCYL FRET peptide cleavage; inhibition, % at 6.95 µM; 0.83% of 370,000 active; AID 720648;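 active = inhibition above the mean of compounds lying between control limits plus 3 SD, set per campaign, cut at about 8.5% in these data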;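 note: 0% = DMSO-only wells as the low control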
ssDAF-12 act – activates DAF-12 receptor from parasite S. stercoralis; HEK293 ssDAF-12/GRIP1 lit1-tk-luc reporter, luminescence; % of 3 µM dafachronic acid response; activation, % at 6.8 µM; 1% of 370,000 active; AID 652126;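 active = activation above the mean over all tested compounds plus 3 SD, cut at about 0.9% in these data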;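 note: 0% = DMSO-only wells and 100% = 3 µM delta7-dafachronic acid wells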
HGIII-sPLA2 inh – Blocks human group III sPLA2 activity; Q9NZ20; inhibition, % at 12.2 µM; AID 743126; 0.56% of 370,000 active; QFRET BODIPY PC-A2 liposome hydrolysis, fluorescence;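 active = inhibition above mean plus 3 SD of compounds lying within the high and low control bounds, cut at about 19% in these data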;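 note: 0% = median of test compound wells and 100% = no enzyme DMSO wells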
Target sequence (Q9NZ20 whole entry, looked up): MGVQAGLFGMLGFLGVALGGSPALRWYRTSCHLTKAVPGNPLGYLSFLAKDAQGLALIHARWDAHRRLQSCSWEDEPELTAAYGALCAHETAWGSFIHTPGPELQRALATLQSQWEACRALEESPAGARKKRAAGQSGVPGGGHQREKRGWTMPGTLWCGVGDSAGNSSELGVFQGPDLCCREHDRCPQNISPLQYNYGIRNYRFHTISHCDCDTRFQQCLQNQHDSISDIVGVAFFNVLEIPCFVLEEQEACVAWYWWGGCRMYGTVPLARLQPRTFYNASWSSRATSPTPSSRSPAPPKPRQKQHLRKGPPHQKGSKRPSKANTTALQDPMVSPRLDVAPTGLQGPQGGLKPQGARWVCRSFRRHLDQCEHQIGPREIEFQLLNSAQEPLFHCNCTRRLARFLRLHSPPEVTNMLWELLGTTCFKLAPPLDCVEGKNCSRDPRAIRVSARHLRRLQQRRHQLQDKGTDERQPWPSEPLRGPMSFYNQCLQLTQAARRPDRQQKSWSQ
DAX1 inh-2 – inhibitors of human orphan nuclear receptor DAX1 (NR0B1); P51843; HEK293 Gal4-DAX1 luciferase reporter, luminescence; 0.99% of 340,000 active; inhibition, % at 6.75 µM; AID 504766;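 active = inhibition above the mean over all tested compounds plus 3 SD, cut at about 4.2% in these data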;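 note: 0% = DAX1-transfected cells with DMSO and 100% = empty-vector control cells with DMSO; inhibition shows as a rise in luminescence from relieved DAX1 repression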
hcDAF12 agonist – activators of H. contortus DAF-12 nuclear receptor | activation, % at 6.8 µM | HEK293 hcDAF-12 lit1-tk-luc reporter, luminescence; 0% DMSO, 100% Δ7-dafachronic acid | 1.4% of 370,000 active;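 active = activation above the mean of all tested compounds plus 3 SD, cut at about 5.5% in these data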;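 note: 100% = response to 3 µM Δ7-dafachronic acid high control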
ADAM10 inh – inhibits human ADAM10; recombinant ADAM10, EDANS/DABCYL FRET peptide cleavage, 3 h; inhibition, % at 7 µM; 0.62% of 370,000 active; AID 720582;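 active = inhibition above a per-campaign cutoff equal to the mean of compounds falling between control-based bounds plus 3 SD, cut at about 20% in these data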;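 note: 0% = DMSO wells while the 100% control is not disclosed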
Target sequence (O14672 214-748 limits assumed): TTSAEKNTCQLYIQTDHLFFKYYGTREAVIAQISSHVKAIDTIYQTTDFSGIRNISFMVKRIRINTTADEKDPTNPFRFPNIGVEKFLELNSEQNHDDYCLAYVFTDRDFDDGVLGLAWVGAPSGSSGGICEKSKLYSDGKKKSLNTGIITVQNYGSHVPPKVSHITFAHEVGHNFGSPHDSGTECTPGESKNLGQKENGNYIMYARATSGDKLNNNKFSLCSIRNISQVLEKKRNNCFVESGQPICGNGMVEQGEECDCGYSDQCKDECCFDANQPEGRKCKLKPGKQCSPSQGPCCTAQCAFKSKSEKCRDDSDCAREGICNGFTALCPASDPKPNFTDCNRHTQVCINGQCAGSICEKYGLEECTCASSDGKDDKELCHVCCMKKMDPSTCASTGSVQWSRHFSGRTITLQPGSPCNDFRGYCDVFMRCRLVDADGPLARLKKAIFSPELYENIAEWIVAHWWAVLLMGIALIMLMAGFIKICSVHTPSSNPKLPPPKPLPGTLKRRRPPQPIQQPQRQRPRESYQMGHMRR
hgDAF12 agonist – activates the H. glycines DAF-12 receptor ligand-binding domain | HEK293 GAL4-hgDAF12 UAS-luciferase reporter, agonist luminescence; normalized to butyrate control | activation, % at 6.8 µM | AID 687014 | 1.8% of 370,000 active;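 active = activation above a cutoff set at the mean of all screened compounds plus 3 SD, cut at about 10% in these data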;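 note: 0% = DMSO wells and 100% = sodium butyrate wells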
* = called active by the depositor; i = inactive; nt = no result given.

No.	Molecule	DAX1 inh-1	PLCb3 inh	FXN GAA850 act	PLC-gamma1 inh	ADAM17 inh	ssDAF-12 act	HGIII-sPLA2 inh	DAX1 inh-2	hcDAF12 agonist	ADAM10 inh	hgDAF12 agonist
1	Cc1ccn2c(=O)nc(SCC(=O)NCc3ccc(F)cc3)nc2c1	-0.6	-19	1.6	-21	-8	-1.1	-2	-1.4	-0.9	-32	3.2
2	COc1ccc(-c2n[nH]c(=S)o2)c(OC)c1	0.2	-56	3.0	-43	-28	-0.7	4	0.5	0.3	-93	2.0
3	COc1ccc(N(CC(=O)N2CCN(Cc3ccccc3)CC2)S(C)(=O)=O)cc1Cl	-0.6	0	2.3	1	0	-1.8	-3	0.4	-0.2	0	-0.7
4	Cc1ccc(NC(=O)c2cncc(Br)c2)cc1S(=O)(=O)N(C)C	2.8	2	6.1	5	-1	1.4*	-10	1.3	0.9	0	6.7
5	C/C(=N\Nc1ccc(C(F)(F)F)cc1[N+](=O)[O-])C1CC1	-0.4	3	0.0	-2	-2	-1.1	0	-1.0	0.1	-7	1.1
6	CC(=O)O[C@H]1C(=O)[C@@]2(C)C([C@H](OC(=O)c3ccccc3)[C@]3(O)C[C@H](OC(=O)[C@H](O)[C@@H](NC(=O)c4ccccc4)c4ccccc4)C(C)=C1C3(C)C)[C@]1(OC(C)=O)CO[C@@H]1C[C@H]2O (stereo not given in full)	-4.2	2	-11	2	-2	-1.5	-4	-6.7	-2.0	6	2.9
7	CC1CCC/C(=N\NS(=O)(=O)c2ccccc2)C1 (stereo not given)	0.3	-11	-0.8	-2	-3	-1.7	-1	0.2	-0.7	0	1.0
8	CCC1=NN(C(=O)COc2ccccc2)C(O)(c2ccc(Br)cc2)C1 (stereo not given)	-0.8	-2	0.9	1	0	-0.8	-29	1.0	3.9	-5	1.4
9	COc1cc([N+](=O)[O-])ccc1NC(=O)Cc1ccc(C)cc1	0.2	3	1.2	9	4	-1.8	7	-1.2	-3.5	6	-0.4
10	CN(Cc1ccccc1)C(=S)NC(=O)c1ccccc1	-0.6	3	-0.5	1	-2	-0.8	3	3.3	-0.2	-4	-2.2
11	COc1ccc(Cl)cc1/C=C1/C(=O)ON=C1C	0.5	-5	1.1	4	0	-0.9	-3	-1.0	3.1	7	0.4
12	Cn1c(=NC(=O)c2ccco2)sc2cccc(F)c21	3.8*	-39	4.0	-33	-9	2.2*	-1	2.0	11*	-21	20*
13	CC(=O)Nc1sc(C)c(C)c1C(=O)OCC(=O)NCc1ccccc1	2.9	-5	1.3	1	-6	-0.7	8	0.6	0.3	-3	1.9
14	CCCN(CCC)CCCNC(=O)CCNS(=O)(=O)c1ccc(Br)cc1	0.4	1	-0.3	1	3	-1.4	-4	1.3	-2.6	-2	0.3
15	CC(C)Oc1ccc(S(=O)(=O)N2CCOCC2)cc1NC(=O)C1=COCCO1	1.1	-5	1.0	-1	0	-0.9	0	0.1	-1.5	-9	2.8

Random excerpt: 2 records from the list.
No.	Molecule	DAX1 inh-1	PLCb3 inh	FXN GAA850 act	PLC-gamma1 inh	ADAM17 inh	ssDAF-12 act	HGIII-sPLA2 inh	DAX1 inh-2	hcDAF12 agonist	ADAM10 inh	hgDAF12 agonist
1	Cc1ccn2c(=O)nc(SCC(=O)NCc3ccc(F)cc3)nc2c1	-0.6	-19	1.6	-21	-8	-1.1	-2	-1.4	-0.9	-32	3.2
15	CC(C)Oc1ccc(S(=O)(=O)N2CCOCC2)cc1NC(=O)C1=COCCO1	1.1	-5	1.0	-1	0	-0.9	0	0.1	-1.5	-9	2.8

The listing continues.
No.	Molecule	DAX1 inh-1	PLCb3 inh	FXN GAA850 act	PLC-gamma1 inh	ADAM17 inh	ssDAF-12 act	HGIII-sPLA2 inh	DAX1 inh-2	hcDAF12 agonist	ADAM10 inh	hgDAF12 agonist
16	CCOC(=O)C1=C(COC(=O)c2ccccc2[N+](=O)[O-])NC(=O)NC1C (stereo not given)	-0.6	-1	0.9	3	1	-0.5	-3	-1.5	-0.8	0	-0.9
17	CCOc1ccc(S(=O)(=O)N2CCCCC2)cc1NC(=O)C1CCC1	0.5	-9	2.1	1	-3	-0.5	7	0.4	-0.1	-1	-0.5
18	Cc1cc(O)c(C(C[N+](=O)[O-])c2ccc(Cl)cc2)c(=O)o1 (stereo not given)	-0.7	-8	-0.4	-8	-1	-1.5	-3	1.3	-1.3	1	1.4
19	COc1cc(/C=C/C(=O)OCC(=O)N(C)Cc2ccccc2)cc(OC)c1OC	-1.3	-71	0.0	-36	-26	-1.5	6	0.7	0.9	-101	1.7
20	O=C(COC(=O)Cc1ccsc1)NC(c1ccccc1)c1ccccc1	0.1	-1	1.8	0	2	-1.4	-10	-0.2	0.8	10	-1.7
21	Cc1ccc(NC(=O)COC(=O)c2ccc(OC(F)F)cc2)cc1S(=O)(=O)N1CCCCC1	0.0	-5	0.3	4	-6	-1.2	11	1.0	-1.3	-12	0.5
22	Nc1nc2ccccc2cc1-c1cccs1	1.2	-273	7.8*	-190	-270	-0.5	-9	5.4*	1.3	i	6.5
23	C=CCN(c1ccccc1Cl)S(=O)(=O)c1cccc(C(=O)OCC(=O)N(C)C2CCS(=O)(=O)C2)c1 (stereo not given)	-0.2	1	0.9	2	0	-0.9	-11	-0.5	-1.1	9	-1.5
24	Cc1ccc[n+](C(C)C(=O)Nc2ccc([N+](=O)[O-])cc2C)c1 (stereo not given)	-0.2	-3	1.0	2	-2	-1.7	-6	0.0	0.0	1	-0.4
25	O=C(Nc1ccccc1NC(=O)c1ccc(F)cc1)c1ccc(F)cc1	-0.6	-4	0.0	4	0	-0.8	-1	0.3	-1.1	1	-2.3
26	CCOc1cccc2cc(-c3nnc(NCc4ccc5c(c4)OCO5)s3)c(=O)oc12	-0.5	-33	-0.7	-33	-5	-1.1	0	0.2	1.6	-11	1.4
27	Cc1cccc(N2CCN(c3nc4nonc4nc3N3CCSCC3)CC2)n1	0.2	3	1.8	1	-1	-1.5	1	-0.3	-1.2	-4	0.5
28	CC(=O)Nc1ccc(NC(=O)CSc2nc(=O)n(CCCN3CCOCC3)c3c2CCC3)cc1	-0.9	3	1.0	2	-2	-0.9	-12	1.9	0.3	-4	0.3
29	COc1cc(/C=N/NC(=O)Cn2ccc(C(F)(F)F)n2)cc(OC)c1OC	0.1	1	1.4	1	-1	-1.2	0	-0.2	-1.9	2	-2.7
30	O=C(COC(=O)/C=C/c1ccc(Cl)c(Cl)c1)NC1CCS(=O)(=O)C1 (stereo not given)	-0.7	-6	0.8	-1	-4	-1.0	4	1.0	-0.5	-4	-1.9
31	CCC1CCCCN1Cc1c(O)ccc2c(=O)c(-c3ccccc3)coc12 (stereo not given)	-0.4	i	0.6	i	-266	-0.9	3	-1.4	-2.1	i	-2.0
32	O=C1C2CC=CCC2C(=O)N1c1ccc(N2CCN(c3ccccn3)CC2)c([N+](=O)[O-])c1 (stereo not given)	-0.1	-2	-1.3	-1	-1	-1.9	-7	-0.1	-0.8	4	-0.5
33	Cc1ccccc1NC(=O)COC(=O)CCc1ccccc1	-0.1	3	0.5	5	1	-1.3	-4	1.4	-2.0	6	0.2
34	CCCCn1c(SCC(=O)Nc2nnc(C)s2)nnc1-c1ccoc1C	-0.2	0	-1.8	0	-4	-1.0	-3	0.4	0.3	-6	1.3
35	CC/C(Cc1ccccc1)=N\NC(=O)c1cc([N+](=O)[O-])cc([N+](=O)[O-])c1	-0.4	-1	0.3	0	-7	-0.7	-1	-0.7	-1.0	-12	0.1
36	CC(C)(C)c1ccccc1NC(=O)c1cc(-c2ccncc2)nc2ccccc12	-0.8	-13	-2.0	-9	-7	0.1	2	0.7	1.0	-11	4.8
37	CCOc1cc(C(=O)Nc2c(C)ccc3nsnc23)cc(OCC)c1OCC	-0.7	-12	-2.0	-11	-10	-1.1	8	-1.1	-0.7	0	-1.4
38	CC(=O)c1c(C)[nH]c(C(=O)OCC(=O)Nc2cccc(S(=O)(=O)N(C)C)c2)c1C	-0.3	5	-0.3	-1	2	-1.8	1	-0.4	-0.2	9	-0.2
39	CC(C)n1nnnc1C1c2ccccc2C(=O)N1CCOc1ccccc1 (stereo not given)	1.8	1	nt	2	-5	0.7	4	nt	5.1	-10	13*
40	Fc1ccccc1N1CCN(Cc2nc(-c3ccc(Cl)cc3Cl)no2)CC1	0.3	8	0.6	2	5	-0.7	8	-0.2	-0.3	8	0.8
41	CC1CN(C(=S)Nc2cccc(F)c2)CC(C)O1 (stereo not given)	0.6	-2	0.4	2	-3	-1.3	3	-0.6	-1.1	12	1.1
42	Oc1ccc(Cl)cc1CNCc1cccc2ccccc12	-0.3	-1	-0.8	-1	-3	-1.3	7	0.5	-0.3	3	-0.6
43	Cn1cccc1/C=N/NC(=O)CNc1cccc2ccccc12	0.2	-89	1.5	-78	-112	-1.6	-11	nt	-0.5	-278	-0.7
44	OCCNc1cc(-n2nc(-c3ccccc3)cc2-c2ccccc2)ncn1	-0.4	1	-5.0	-1	-2	-1.8	3	-0.2	-1.8	4	1.7
45	Cc1ccc(-c2nnc(Nc3ccc(CC(N)=O)cc3)c3ccccc23)cc1S(N)(=O)=O	-0.3	-75	0.5	-51	-2	-0.9	15	-1.0	0.2	1	-2.0
46	CCn1ncc(C2=NOC(C(=O)Nc3c(C)nn(Cc4ccc(F)cc4)c3C)C2)c1C (stereo not given)	-3.5	3	-0.6	0	-4	-0.7	4	-1.7	-2.0	-8	1.0
47	Cc1cccc(N2CCN(c3nnc(C(F)(F)F)s3)CC2)c1	-0.2	-5	1.0	1	-2	-2.1	-2	0.5	-2.6	-5	1.8
48	CCNS(=O)(=O)c1ccc(S(=O)(=O)N(Cc2ccccn2)C2CCCCC2)cc1	0.2	5	-2.0	8	5	-1.1	5	-0.7	0.5	5	0.1
49	C=CCn1c(C)cc(C(=O)COC(=O)c2n[nH]c(=O)c3ccccc23)c1C	2.2	1	5.8	-2	-2	-0.6	5	0.5	1.1	-9	7.7
50	CCOc1ccc(C(C)NC(=O)Nc2ccccc2C(=O)OC)cc1 (stereo not given)	-1.4	-15	-0.5	-5	-6	-2.4	-11	0.1	-1.5	-19	1.0
51	Nc1cc(=O)[nH]c(=O)n1Cc1ccccc1	0.4	4	1.6	-5	1	-0.9	0	1.8	-1.5	7	-0.1
52	CCN(Cc1cc2ccccc2[nH]c1=O)C(=O)C1CCCCC1	-0.7	-1	-4.2	-1	-7	-0.7	2	0.2	0.2	-6	-2.2
53	OC1c2cc(Cl)cc(Cl)c2N=C2CCCN21 (stereo not given)	1.6	-239	0.9	-168	-122	-0.7	5	nt	2.2	-441	0.6
54	COCCNC(=O)c1ccccc1NC(=O)c1ccccc1N(C)S(=O)(=O)c1ccc(C)cc1	-1.0	-1	2.9	-2	-4	-1.4	-7	-1.1	-1.7	6	-2.1
55	Cc1ccc(N2C(=O)[C@@H]3[C@H](C2=O)C2c4ccccc4C=NN2[C@@H]3C(=O)c2ccc(Cl)cc2)cc1 (stereo not given in full)	0.7	-11	-0.2	-3	4	-1.0	4	0.2	1.0	0	1.0
56	COP(=O)(OC)C(Nc1ccc(Cl)cc1)c1ccccc1 (stereo not given)	-0.6	3	1.2	3	-8	-1.7	14	1.6	-1.4	-5	-0.7
